Cdc42 wt GTP – modulators of GTP binding to wildtype Cdc42, primary screen, biochemical, multiplex bead flow cytometry, Bodipy-GTP. percent activity (GTP binding), % at 10 µM. GST-Cdc42 beads; actives lie on both sides. actives 0.2% (n = 190,000);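 active = percent activity GTP binding at least 20 points away from the 100% baseline, either down as inhibitor or up as activator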;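 also: median bead fluorescence of bound Bodipy-FL-GTP at 100 nM; 0% = excess unlabeled GTP control and 100% = no compound control; below 100% means less GTP binding so inhibitor and above means activator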
Target sequence (P60953 whole entry, looked up): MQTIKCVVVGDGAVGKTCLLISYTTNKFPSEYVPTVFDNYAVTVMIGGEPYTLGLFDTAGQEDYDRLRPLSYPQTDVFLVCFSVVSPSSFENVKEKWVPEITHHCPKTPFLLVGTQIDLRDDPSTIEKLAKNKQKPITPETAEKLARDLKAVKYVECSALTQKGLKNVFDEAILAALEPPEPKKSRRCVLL
Mcl1-Noxa inh – Mcl-1/Noxa binding inhibitors, primary screen, biochemical, TR-FRET, 1536-well | TR-FRET Mcl-1/Noxa peptide binding, 2 h | inhibition, % at 21.7 µM | actives 1.5% (n = 220,000) | AID 1022, 2008;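 active = compounds that cut the protein-peptide binding signal by more than 50% relative to plate controls in a single-dose test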;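 also: His-tagged Mcl-1 with rhodamine Noxa BH3 peptide and terbium anti-His antibody; 0% = Mcl-1 plus Noxa peptide wells and 100% = peptide-only wells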
Target sequence (Q07820 whole entry, looked up): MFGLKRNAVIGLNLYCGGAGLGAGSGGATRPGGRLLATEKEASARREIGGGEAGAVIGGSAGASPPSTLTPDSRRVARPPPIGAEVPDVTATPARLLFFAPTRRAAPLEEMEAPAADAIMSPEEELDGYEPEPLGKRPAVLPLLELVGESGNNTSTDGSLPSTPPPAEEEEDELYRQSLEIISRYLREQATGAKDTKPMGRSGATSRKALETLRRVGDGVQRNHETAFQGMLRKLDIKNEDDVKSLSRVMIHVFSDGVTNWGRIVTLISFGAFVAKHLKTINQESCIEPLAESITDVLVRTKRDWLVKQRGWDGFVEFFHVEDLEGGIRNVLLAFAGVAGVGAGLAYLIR
Pf gamet viab – late stage P. falciparum gametocyte viability inhibitors, primary screen, ATP luminescence, HTS. inhibition, % at 10.9 µM. AID 743093, 2013. actives 0.065% (n = 150,000). P. falciparum stage V gametocytes, 24 h;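 active = inhibition above the mean plus 3 SD of compounds within the control limits, set per campaign, cut at about 38% in these data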;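 also: 0% = DMSO wells and 100% = medium only without gametocytes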
HRas wt GTP bind – modulators of GTP binding to HRas wildtype, primary screen, biochemical, bead-based flow cytometry, multiplex; GTP binding activity, % at 10 µM; actives 0.14% (n = 190,000); AID 759, 2007; GST-Ras wt beads, Bodipy-FL-GTP binding; actives lie on both sides;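 active = GTP binding activity at least 20% away from the 100% baseline, either lowered as inhibitor or raised as activator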;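 also: 0% = unlabeled GTP competition control and 100% = no-compound control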
Target sequence (P01112 whole entry, looked up): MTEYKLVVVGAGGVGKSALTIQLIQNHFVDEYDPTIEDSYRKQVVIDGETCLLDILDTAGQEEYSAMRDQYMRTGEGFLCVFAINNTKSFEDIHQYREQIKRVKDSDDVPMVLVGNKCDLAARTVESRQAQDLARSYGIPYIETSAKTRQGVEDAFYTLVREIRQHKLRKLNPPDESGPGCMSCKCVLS
Mcl1-Bid inh – Mcl-1/Bid binding inhibitors, primary screen, biochemical, TR-FRET, 1536-well; Induced myeloid leukemia cell differentiation protein Mcl-1 (Homo sapiens), Q07820; TR-FRET Mcl-1/Bid-Dy647 peptide binding; inhibition, % at 21.7 µM; actives 0.97% (n = 220,000);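 active = compounds that cut the binding signal by more than half at the single screening dose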;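 also: His-tagged Mcl-1 with europium anti-His antibody binding Bid BH3 peptide; 0% = Mcl-1 plus peptide wells and 100% = peptide-only wells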
Rac1 act GTP bind – GTP binding modulators of activated mutant Rac1, primary screen, biochemical, bead-based flow cytometry, multiplex, fluorescent GTP; Ras-related C3 botulinum toxin substrate 1 (Homo sapiens), P63000; GST-Rac1 activated beads; actives lie on both sides; 100% means binding = to untreated wells; percent activity (GTP binding), % at 10 µM; actives 0.11% (n = 190,000); AID 764, 2007;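 active = GTP binding at least 20 percentage points away from the 100% baseline, in either direction, so actives lie on both sides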
Rac1 wt GTP bind – wildtype Rac1 GTP binding modulators, primary screen, biochemical, GST-Rac1 beads, flow cytometry, multiplex | fluorescent GTP binding; actives lie on both sides; 0 = cold GTP competed, 100 = untreated | actives 0.27% (n = 190,000) | GTP binding activity (% of control), % at 10 µM | AID 757, 2007;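 active = GTP binding activity at least 20 points away from the 100% control level, either lower or higher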
Avidin fluor – green autofluorescence of compounds with avidin beads – biophysical, 488/530 nm, flow cytometry, artefact control, profiling panel; compound fluorescence 488/530 nm; stronger effect = higher value; fluorescence (KMESF) at 10 µM; actives 0.38% (n = 220,000); in the data active = fluorescence above about 47; also: inactives centre near 10
Rab7 wt modul – modulators of GTP binding to Rab7, primary screen, biochemical, wildtype, multiplex bead flow cytometry; Rab7 GTPase wild type (dog), Bodipy-FL-GTP binding; GST-Rab7 beads, fluorescent GTP binding; actives lie on both sides; untreated = 100%, excess cold GTP = 0%; GTP binding activity (percent of control), % at 10 µM; actives 0.055% (n = 190,000); AID 758, 2007;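 active = fluorescent GTP binding to Rab7 beads changed by at least 20 points from the 100% baseline, either direction, mostly lower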;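 also: median green fluorescence of bound Bodipy-FL-GTP per Rab7 bead population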
Rab2A wt mod – modulators of GTP binding to Rab2A wildtype, primary screen, biochemical, dog, bead-based flow cytometry, multiplex; Ras-related protein Rab-2A (Canis lupus familiaris), P61105; GST-Rab2 wt beads, Bodipy-GTP binding; GTP binding activity, % at 10 µM; actives 0.19% (n = 190,000); AID 760, 2007;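 active = GTP binding activity at least 20 points away from 100%, either lowered or raised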;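 also: 0% = beads with excess unlabeled GTP and 100% = no-compound control corrected for plate trend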
GSH fluor – compound fluorescence on glutathione beads, profiling panel, artefact control, biophysical, 488/530 nm, flow cytometry | actives 0.25% (n = 190,000) | AID 1776, 2009 | fluorescence (KMESF) at 10 µM | GSH beads flow cytometry, compound fluorescence 488/530 nm; stronger effect = higher value; in the data active = fluorescence above about 89;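 also: glutathione beads carrying GST-tagged Bcl family fusion proteins plus one bare bead set; values are compound well signal with DMSO vehicle wells as background; inactives centre near 16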
Active calls of the source: *; . = not tested or not shown.

SMILES	Cdc42 wt GTP	Mcl1-Noxa inh	Pf gamet viab	HRas wt GTP bind	Mcl1-Bid inh	Rac1 act GTP bind	Rac1 wt GTP bind	Avidin fluor	Rab7 wt modul	Rab2A wt mod	GSH fluor
COc1ccc(C)cc1NC(=O)CCN1CCCC1	103	-29	.	103	-19	100	102	5	103	102	38
COC(=O)CNC(=O)c1cccc(-c2ccc(OC)cc2)c1	98	-4	-10	100	-9	99	103	11	103	99	18
O=C(c1cc(-c2ccc(Cl)cc2Cl)on1)N1CCN(C(=O)c2ccco2)CC1	100	-7	13	99	14	98	102	11	98	98	14
C=CCOc1ccc(C2c3c(oc4ccccc4c3=O)C(=O)N2CCCN2CCOCC2)cc1 (stereo not given)	105	12	.	102	-29	101	106	10	103	104	15
Cc1cc(C)n(-c2ccc(C(=O)NCc3ccc(F)cc3)cc2)n1	98	-2	-14	96	-18	98	104	8	97	97	16
CC(C)(C)c1cc(NC(=O)c2cc(F)c(F)c(F)c2F)no1	107	-16	.	105	-22	102	112	7	102	104	7
CCOC(=O)c1nnn(-c2nonc2N)c1CSc1nnc(N)s1	100	-2	21	99	-14	97	103	17	108	101	11
O=C(NCc1ccccc1)c1c[nH]c2cc3c(cc2c1=O)OCCO3	100	15	.	101	5	97	102	5	101	101	89*
N#CCCn1cc(C(=O)NCc2ccccc2)c(-c2cccs2)n1	95	21	7	95	15	92	96	6	96	95	19
O=C(NCCOC(=O)c1ccc(Cl)c(S(=O)(=O)N2CCCCC2)c1)c1ccncc1	97	-18	.	97	-27	101	100	6	96	96	12
CC(C)CCNC(=O)C1C2C=CC3(CN(Cc4ccccc4Cl)C(=O)C13)O2 (stereo not given)	103	6	.	102	9	101	104	8	102	101	25
Cc1ccc2nc(-c3ccc(SCC(=O)O)nc3)[nH]c2c1	102	31	.	100	-4	100	100	9	96	98	11
COC(=O)C1=C(Nc2ccc(C)cc2)C=C(C)C(C(=O)OC)C1c1ccc(OC)cc1 (stereo not given)	97	5	-17	101	-31	101	105	5	100	99	17
COc1ccc(C(=O)NNC(=O)C(NC(=O)c2ccccc2NC(=O)c2ccco2)C(C)C)cc1 (stereo not given)	97	-50	.	99	13	100	104	32	99	101	9
CCN1C(=O)C(O)(CC(=O)C(C)(C)C)c2cc(Br)ccc21 (stereo not given)	102	15	-2	101	2	99	104	9	99	99	17
Cc1ccc(NN=C2c3ccccc3-c3ccccc32)cc1	101	-7	4	102	-24	99	109	6	101	99	11
CCCCNC(=O)CN1C(=O)NC(CCc2ccccc2)C1=O (stereo not given)	93	7	8	96	-2	92	98	12	95	94	14
COc1cccc(N=Nc2c(=O)[nH]n3c(=O)cc(C)[nH]c23)c1	96	42	.	96	-10	95	97	9	95	95	10
c1ccc(CSc2nnc([C@@H]3CCCN3)o2)cc1	102	38	0	100	4	97	101	38	97	99	26
COc1ccc(C(=O)Nc2ccc(S(=O)(=O)NC(C)(C)C)cc2)cc1[N+](=O)[O-]	95	6	-14	94	-1	96	94	20	93	94	10
COc1cc(C(=O)OCC(=O)c2cc(C)n(C)c2C)cc(OC)c1OC	101	-3	.	100	-42	98	99	8	101	98	28
O=C1NC(=O)/C(=C\c2ccc(N3CCOCC3)o2)N1	98	15	2	96	-38	99	99	30	87	100	12
CCOC(=O)C1=C(CSc2nc3c(cc2C#N)CN(C)CC3)OC(N)=C(C#N)C1c1ccncc1 (stereo not given)	100	12	-4	98	-3	97	100	12	93	98	27
COc1cccc(OC)c1C(=O)Nc1ccc(CN2CCOCC2)cc1	99	-24	15	101	-6	99	104	8	99	100	52
COC(=O)CNC(c1ccccc1)c1cc(Br)ccc1NC(C)=O (stereo not given)	98	16	-15	101	-3	99	102	6	103	99	18

(continued)
SMILES	Cdc42 wt GTP	Mcl1-Noxa inh	Pf gamet viab	HRas wt GTP bind	Mcl1-Bid inh	Rac1 act GTP bind	Rac1 wt GTP bind	Avidin fluor	Rab7 wt modul	Rab2A wt mod	GSH fluor
CCC(C)[C@H](NC(=O)NC1CCCc2ccccc21)C(=O)O (stereo not given in full)	101	16	.	102	2	97	100	14	100	101	9
CCC(C)Cn1c(C(C)O)nc2ccccc21 (stereo not given)	102	-6	.	99	2	99	104	22	100	101	24
CCS(=O)(=O)Nc1cccc(-c2nc3cccnc3s2)c1C	109	4	.	104	8	104	112	8	102	104	25
CC(=O)c1ccc(S(=O)(=O)N2CCCC2)cc1	100	0	.	100	8	101	102	27	95	99	17
O=C(Nc1nc2ccccc2[nH]1)c1ccc(S(=O)(=O)N2CCOCC2)cc1	93	7	6	94	-3	94	90	20	100	94	9
Cc1ccc(-c2nn3c(-c4ccco4)nnc3c3ccccc23)cc1S(=O)(=O)NCC1CCCO1 (stereo not given)	91	42	.	92	-1	101	95	10	97	91	23
Cc1c(C(=O)N2CCCC2)nnn1-c1nonc1N	100	10	.	100	12	101	102	38	99	102	18
CCCn1nc(C(=O)NC2CCCc3ccccc32)c2ccccc2c1=O (stereo not given)	103	19	1	99	1	100	101	6	100	99	15
COc1ccc(C(C(O)C(=O)c2c[nH]c3ccccc23)N2CCN(c3ccccc3)CC2)cc1 (stereo not given)	106	7	.	106	-45	100	102	10	101	104	17
COc1ccc(/C=N/Nc2ncnc3sc(C)c(C)c23)cc1	93	9	-1	96	-23	95	96	17	97	96	16
Cn1c(-c2ccc(Br)o2)nc2cc(Br)ccc21	104	29	7	104	23	101	109	9	104	100	17
CC(=O)Nc1ccc(S(=O)(=O)N2CCC(n3cnc4cc(F)ccc43)CC2)cc1	100	6	.	97	-6	99	101	25	96	98	54
Cc1ccc(CNC(=O)c2ccc(Br)o2)cc1	105	-6	6	102	-15	99	103	9	102	103	25
CCCN1CCN(CCCNC(=O)CN2C(=O)COc3ccccc32)CC1	99	4	4	99	1	97	100	4	96	97	26
COc1ccc(Br)cc1CNc1ccc(S(N)(=O)=O)cc1	98	-1	.	102	-25	101	105	15	97	100	12
COC(=O)c1cc(-c2ccccc2)n[nH]1	104	12	.	103	-14	99	102	12	98	103	27
COC(=O)CC1C(=O)NCCN1C(=O)CSc1nc2ccccc2s1 (stereo not given)	95	31	-5	94	-7	96	100	14	96	94	11
COc1cc(OC)cc(C(=O)Nc2cc(NC(=O)c3ccco3)ccc2OC)c1	101	19	-14	102	1	102	105	7	99	101	15
CC(OC(=O)c1cc(S(=O)(=O)Nc2ccc(F)cc2)ccc1Cl)C(=O)Nc1ccc2c(c1)OCCO2 (stereo not given)	100	6	-7	97	-21	98	101	20	98	100	14
O=C(c1ccccc1)N1CCN(C2CCCCCC2)CC1	101	27	27	102	66*	97	100	13	107	101	9
CC(C)C(=O)OCC(=O)NCc1ccccc1Cl	92	13	-13	99	-16	95	96	9	109	100	16
CCOc1cc2[nH]c(=S)n(CCCC(=O)NCc3ccco3)c(=O)c2cc1OCC	103	22	.	102	-9	100	102	6	100	100	30
CCOc1ccc(NC(=S)N(Cc2ccc(Cl)cc2)Cc2ccco2)cc1	104	-9	.	103	-18	100	100	12	105	103	16
COC(=O)c1c(NC(=O)CN2CCN(c3cccc(Cl)c3)CC2)sc(C)c1C	103	-14	12	101	-17	98	104	12	103	99	13
COc1ccc(CCN2C(=O)CC(Cc3cccc(C)c3)C2=O)cc1OC (stereo not given)	98	19	4	96	16	98	94	7	98	97	29
COc1ccccc1Nc1ncc(C(=O)N2CCN(Cc3ccc(OC)c(OC)c3OC)CC2)c2ccccc12	92	22	-4	94	-6	96	97	11	99	95	11
O=C(Nc1c2c(nn1-c1ccc(F)cc1)CS(=O)(=O)C2)C12CC3CC(CC(C3)C1)C2	100	12	21	102	-18	98	101	9	103	100	16
COc1ccccc1OCC(=O)Nc1ccc(-c2nnc(-c3ccco3)o2)cc1	99	32	0	98	23	99	102	10	95	97	7
O=c1[nH]c(Cc2cccs2)nc2ccccc12	102	8	24	102	-16	99	109	20	101	104	25

2 consecutive entries already listed:
SMILES	Cdc42 wt GTP	Mcl1-Noxa inh	Pf gamet viab	HRas wt GTP bind	Mcl1-Bid inh	Rac1 act GTP bind	Rac1 wt GTP bind	Avidin fluor	Rab7 wt modul	Rab2A wt mod	GSH fluor
COc1ccccc1Nc1ncc(C(=O)N2CCN(Cc3ccc(OC)c(OC)c3OC)CC2)c2ccccc12	92	22	-4	94	-6	96	97	11	99	95	11
O=C(Nc1c2c(nn1-c1ccc(F)cc1)CS(=O)(=O)C2)C12CC3CC(CC(C3)C1)C2	100	12	21	102	-18	98	101	9	103	100	16

Entries shown so far with a Cl atom, in the order listed:
SMILES	Cdc42 wt GTP	Mcl1-Noxa inh	Pf gamet viab	HRas wt GTP bind	Mcl1-Bid inh	Rac1 act GTP bind	Rac1 wt GTP bind	Avidin fluor	Rab7 wt modul	Rab2A wt mod	GSH fluor
O=C(c1cc(-c2ccc(Cl)cc2Cl)on1)N1CCN(C(=O)c2ccco2)CC1	100	-7	13	99	14	98	102	11	98	98	14
O=C(NCCOC(=O)c1ccc(Cl)c(S(=O)(=O)N2CCCCC2)c1)c1ccncc1	97	-18	.	97	-27	101	100	6	96	96	12
CC(C)CCNC(=O)C1C2C=CC3(CN(Cc4ccccc4Cl)C(=O)C13)O2 (stereo not given)	103	6	.	102	9	101	104	8	102	101	25
CC(OC(=O)c1cc(S(=O)(=O)Nc2ccc(F)cc2)ccc1Cl)C(=O)Nc1ccc2c(c1)OCCO2 (stereo not given)	100	6	-7	97	-21	98	101	20	98	100	14
CC(C)C(=O)OCC(=O)NCc1ccccc1Cl	92	13	-13	99	-16	95	96	9	109	100	16
CCOc1ccc(NC(=S)N(Cc2ccc(Cl)cc2)Cc2ccco2)cc1	104	-9	.	103	-18	100	100	12	105	103	16
COC(=O)c1c(NC(=O)CN2CCN(c3cccc(Cl)c3)CC2)sc(C)c1C	103	-14	12	101	-17	98	104	12	103	99	13

Bioassay records (PubChem BioAssay)

Random draw from the library. About 3% of those tested had a hit in this group.
